Screens (PubChem BioAssay)
All columns: NCI-60 one-dose screen, growth in % after 48 h at 10 µM unless noted; 100 = growth as untreated, 0 = no growth, -100 = all killed.
UACC-257 = UACC-257 melanoma | actives 4.4% (n = 78,000)
HS 578T = HS 578T breast cancer; actives 4.1% (n = 78,000); AID 1794788
T-47D = T-47D breast cancer; actives 5% (n = 79,000)
MALME-3M = MALME-3M melanoma; actives 5.8% (n = 78,000)
SK-MEL-2 = SK-MEL-2 melanoma; actives 4.7% (n = 77,000)
BT-549 = BT-549 breast cancer; actives 4.4% (n = 78,000); AID 1794793
UACC-62 = UACC-62 melanoma | actives 5.4% (n = 81,000) | AID 1794756
LOX IMVI = LOX IMVI melanoma; actives 7.4% (n = 79,000); AID 1794757
* = called active by the depositor; . = no result given; & = joins results of further samples. Rule for the calls: active = growth percent below 10; inactive = the rest. Not a hit list; overall some 11% were active at least once.

SMILES | UACC-257 | HS 578T | T-47D | MALME-3M | SK-MEL-2 | BT-549 | UACC-62 | LOX IMVI
O=C(/C(=C/c1ccc(Cl)cc1)Cc1nc2ccccc2[nH]1)c1nc2ccccc2[nH]1 | 107 | 111 | 102 | 119 | . | 110 | 91 | 101
Cc1cccc(Cl)c1NC(=O)c1ccc2nc(NC(=O)NC3CCN(C)CC3)sc2c1 | 85 | 49 | 66 | 61 | 126 | 98 | 106 | 80
Cc1cnc(SCc2ccccc2)[nH]c1=O | 98 | 118 | 83 | 116 | 99 | 111 | 93 | 103
NCC1(O)CCCCC1 | 118 | 107 | 107 | . | 111 | 109 | 105 | 89
Oc1ccc2c(c1)CCCC2 | 110 | 96 | 105 | 104 | 97 | 88 | 86 | 103
Cc1c/c(=N\NC(=O)Nc2ccccc2Cl)oc2cc(O)ccc12 | 97 | 107 | 76 | 102 | 103 | 96 | 91 | 106
COC(=O)C1=CC=COc2oc3cc(C)cc(O)c3c(=O)c21 | 68 | 95 | 80 | 89 | 83 | 116 | 104 | 93
O=c1cc(Cn2cnc3c(NCc4ccco4)ncnc32)c2cc(F)ccc2o1 | 114 | 101 | 95 | 100 | 102 | 102 | 92 | 96
CN(C)CC/C=C1\c2ccccc2CSc2ccccc21 | 95 | 91 | 91 | 122 | 114 | 94 | 98 | 98
CC(C)SCCCC(=O)O | 84 | . | 96 | 101 | 107 | 100 | 97 | 105
CC(=O)OC/C=C/c1ccccc1 | 104 | 105 | 100 | 103 | 98 | 76 | 98 | 102
COc1ccc(C2CC(c3cccc(Nc4ccncc4)c3)=NN2c2cc(Cl)cc(Cl)c2)cc1 (configuration not stated) | 62 | 57 | 74 | -41* | 91 | 109 | 100 | -53*
CC1=C(/C=C/C(C)=C/C=C/C(C)=C/C=C2/C(=O)/C(=C/C=C(C)/C=C/C=C(C)/C=C/C3=C(C)CCCC3(C)C)[C@@H]3CC[C@@H]2N3C)C(C)(C)CCC1 | 92 | 160 | 79 | 40 | 89 | . | 81 | 94
O=C1Nc2ccccc2/C1=N/N1CCCCCC1 | 106 | 121 | 114 | . | 95 | 109 | 92 | 95
Cc1c(C(=O)O)nnn1-c1nc2c(s1)CCCC2 | 84 | 104 | 96 | 112 | 100 | 111 | 93 | 62
O=C(N=Nc1c(O)[nH]c2ccc(Br)cc12)c1ccc2nc(-c3ccc(Cl)cc3)[nH]c2c1 | 46 | -1.7* | -31* | -35* | 2.5* | 7.3* | -75* | -100*
CCOC(=O)c1cc(C(=O)c2ccc(OC)c(OC)c2)n2ncc3ccccc3c12 | 92 | 90 | 66 | 101 | 97 | 70 | 99 | 96
CCOC(=O)c1ccc2c(c1)nc(/C=C/c1ccc(Cl)cc1)n2-c1cc(C(C)(C)C)[nH]n1 | 67 | 51 | 56 | 61 | 80 | 57 | 19 | 40
Cc1cc(=O)c2c(C)cccc2[nH]1 | 98 | 121 | 98 | 90 | 107 | 96 | 88 | 104
Cc1ccccc1NC(=O)N/C(N)=N/c1nc(C)c(C)s1 | 68 | 24 | 36 | 57 | 54 | 66 | 43 | 38
N#CCCN(CCO)CCO | 93 | . | 93 | 91 | 85 | 117 | 99 | 104
Cc1ccc([N+](=O)[O-])c(N)n1 | 97 | 114 | 91 | 102 | 92 | 94 | 101 | 99
N#Cc1c(-c2ccc(F)cc2)nc(SCc2ccc(F)cc2)nc1N1CCN(c2ccccc2)CC1 | 87 | 93 | 76 | 93 | 89 | 105 | 74 | 91
COC(=O)C1=C(C)NC(=S)NC1c1ccc2c(c1)OCO2 (configuration not stated) | 102 | 96 | 89 | 98 | 107 | 96 | 95 | 97
O=C(Nc1ccc2ncnc(Nc3ccc(S(=O)(=O)Nc4ccccn4)cc3)c2c1)c1cccs1 | 99 | 93 | 98 | 102 | 103 | 100 | 94 | 98
CN1CCN(Cc2ccc(NC(=O)c3cncc(C#Cc4cnc5ccc(NCCO)nn45)c3)cc2C(F)(F)F)CC1 | -6.6* | -13* | 21 | -70* | -89* | -32* | -33* | -88*
COC(=O)CCCc1c[nH]c2ccccc12 | 103 | 97 | 78 | 101 | 85 | 84 | 101 | 100
C=C1CCC2C3(C)COC(C)(C)OC3CCC2(C)C1CC(NCc1ccccc1)C1=CCOC1=O (configuration not stated) | 109 | 106 | 102 | 91 | 104 | . | 93 | 96
CCCC(O)C(C)(C(=O)O)c1ccccc1 (configuration not stated) | 104 | 107 | 102 | 86 | 96 | 105 | 93 | 96
Cc1cc(C)c(C#N)c(OCc2cc(C(C)(C)C)cc(C(C)(C)C)c2)n1 | 103 | 100 | 89 | 113 | 100 | 113 | 94 | 93

Rewritten with two lines to a compound: two of the compounds above.
Sequence of screens – UACC-257 | HS 578T | T-47D | MALME-3M | SK-MEL-2 | BT-549 | UACC-62 | LOX IMVI
- Cc1ccc([N+](=O)[O-])c(N)n1
→ 97 | 114 | 91 | 102 | 92 | 94 | 101 | 99
- COC(=O)C1=C(C)NC(=S)NC1c1ccc2c(c1)OCO2 (configuration not stated)
→ 102 | 96 | 89 | 98 | 107 | 96 | 95 | 97

(next part)
SMILES | UACC-257 | HS 578T | T-47D | MALME-3M | SK-MEL-2 | BT-549 | UACC-62 | LOX IMVI
C=C(C)[C@@H]1CC[C@]2(COC(=O)Oc3ccc([N+](=O)[O-])cc3)CC[C@]3(C)[C@H](CC[C@@H]4[C@@]5(C)CC[C@H](O)C(C)(C)[C@@H]5CC[C@]43C)[C@@H]12 | 112 | 116 | . | 96 | 121 | 111 | 94 | 93
O=C(N/N=C\c1cc(Cl)ccc1O)c1ccncc1 | 54 | 125 | 30 | 80 | 97 | . | 46 | 31
CC(=O)OCC(=O)Nc1ccccc1 | 52 | 95 | 108 | 102 | 95 | 113 | 96 | 112
O=C(CCCl)Nc1ccccc1 | 94 | 94 | 95 | 100 | 101 | 105 | 98 | 98
COc1ccc2nc(-n3nc4nc5n(c(=N)c4c3N)-c3ccccc3Sc3ccccc3-5)sc2c1 | 94 | 109 | . | 133 | 102 | 102 | 86 | .
Cc1ccc(-c2cc(-c3ccccc3)[nH]c(=O)c2C#N)s1 | 106 | 101 | 87 | 110 | 102 | 98 | 96 | 97
Cc1nc(N)[nH]c(=O)c1NC(=O)CBr | 95 | 94 | 95 | 94 | 107 | . | 97 | 92
COc1ccc(-c2nc3cc(Cl)c(Cl)cc3n2CC(=O)N=Nc2c(O)[nH]c3ccc(OC)cc23)cc1 | 88 | 48 | 37 | 41 | . | -7.0* | 53 | 7.1*
O=S(=O)(O)c1cccc(N=Nc2ccc(Nc3ccccc3)cc2)c1 | 110&90 | 109&110 | 101&94 | 113&100 | 112 | 103 | 106&110 | 98&103
CCN1C(=O)N[C@H]2[C@@H]3NC(=O)c4ccc(Cl)n4[C@@H]3C[C@]21O | . | -11* | -7.8* | -1.4* | -37* | -23* | -21* | -6.5*
Cc1cc(C(=O)Nc2cc(Nc3ncccc3-c3ncnc4nc[nH]c34)ccc2F)cc(C(F)(F)F)c1 | 11 | 38 | 65 | 108 | 6.7* | 91 | -2.4* | 1.2*
COc1cccc(-c2oc3ccc(OC)cc3c(=O)c2O)c1 | 86 | 94 | 76 | 87 | 94 | 89 | 96 | 72
O=C(O)CCc1ccc([I+]c2ccccc2)cc1 | 102 | . | 104 | 102 | 109 | . | 107 | 101
O=C1CC[C@@H](C(=O)N2CSC[C@H]2C(=O)O)N1 | 95 | 109 | 102 | 107 | . | 108 | 101 | 104
CCOC(=O)C(=O)C(C(=O)OCC)c1ccccc1 (configuration not stated) | 123 | 94 | 100 | 93 | 101 | 97 | 109 | 106
CCOC(=O)c1c(-c2cc(OC)c(OC)c(OC)c2)csc1NC(=O)c1ccccc1 | 109 | 108 | 95 | 102 | 110 | 130 | 110 | 105
CCC1CCN(CC)CC1 | 95 | 111 | 108 | 99 | 106 | 112 | 114 | 105
FC(F)(F)c1cc(N2CCSCC2)nc(NCCCNc2ccnc3cc(Cl)ccc23)n1 | 79 | 83 | 56 | 94 | 78 | 78 | 82 | 75
c1cnc2nc(CSc3nnc4ccccn34)oc2c1 | 118 | 98 | . | 98 | 105 | 101 | 99 | 96
O=C1c2ccccc2C(Br)c2ccccc21 | . | 105 | 59 | 105 | 107 | 93 | 100 | 94
Cc1cccc2[nH]c(=O)cc(NNC(=S)Nc3ccccc3)c12 | 103 | 95 | 84 | 97 | 104 | 95 | 91 | 93
CCCCSc1nc(Nc2ccc(C(C)=O)cc2)c(C#N)c(-c2ccccc2)n1 | 108 | 90 | 88 | 97 | 114 | 99 | 85 | 54
N#C/C(=C\c1ccc(-c2ccccc2)cc1)c1ccc([N+](=O)[O-])cc1 | 91 | 78 | 81 | 98 | 101 | 92 | 84 | 109
Cc1noc(C)c1CSc1nc2cc(Cl)c(Cl)cc2[nH]1 | 103 | 102 | 102 | 101 | 103 | . | 84 | 94
Cc1nn(-c2ccccc2)c(N(C)Cc2ccccc2)c1C1CC(c2ccc(Cl)cc2)=NN1C=O (configuration not stated) | 56 | . | 47 | 83 | . | 75 | 55 | 75
Nc1nnc(-c2c[nH]c3ccc(F)cc23)c(-c2c[nH]c3ncccc23)n1 | 105 | 29 | 32 | 72 | 94 | 47 | 52 | .
CC[C@@H](C(=O)[C@@H](C)[C@@H](O)[C@H](C)[C@@H]1O[C@@H]([C@@H](CC)C(=O)ONC(=O)c2ccccc2O)CC[C@@H]1C)C1O[C@]2(C=CC(=O)[C@]3(CC[C@@](C)([C@H]4CC[C@](O)(CC)[C@H](C)O4)O3)O2)[C@H](C)C[C@@H]1C (some centres not stated) | 38 | 44 | 12 | 4.3* | 77 | 36 | 63 | 45
Fc1ccccc1Cn1cc(CSc2nc3ccccc3s2)nn1 | 104 | 103 | 89 | 100 | 88 | 100 | 96 | 99
CCn1c2ccccc2c2cc(C(O)c3cccc4ncccc34)ccc21 (configuration not stated) | 71 | 21 | 59 | 58 | 52 | -8.9* | 16 | -8.4*
CCOC(=O)CSc1nnc(Cc2ccccc2Nc2c(Cl)cccc2Cl)n1CC | 113 | 87 | 92 | 96 | 103 | 102 | 68 | 96
Cc1cc(C)nc(NS(=O)(=O)c2ccc(Nc3nc(-c4cccnc4)cs3)cc2)n1 | 118 | 84 | 75 | 141 | 113 | 90 | 81 | 102
COC(=O)c1c[n+]([O-])ccc1OC | . | 109 | 114 | 92 | 117 | 111 | 101 | 104
O=C(CN1C(=O)c2ccccc2C1=O)NC(Cc1ccccc1)C(=O)O (configuration not stated) | 109 | 110 | 103 | . | 102 | 111 | 101 | 97

Gathered by group: the entries above containing an NH in an aromatic ring.
SMILES | UACC-257 | HS 578T | T-47D | MALME-3M | SK-MEL-2 | BT-549 | UACC-62 | LOX IMVI
O=C(/C(=C/c1ccc(Cl)cc1)Cc1nc2ccccc2[nH]1)c1nc2ccccc2[nH]1 | 107 | 111 | 102 | 119 | . | 110 | 91 | 101
Cc1cnc(SCc2ccccc2)[nH]c1=O | 98 | 118 | 83 | 116 | 99 | 111 | 93 | 103
O=C(N=Nc1c(O)[nH]c2ccc(Br)cc12)c1ccc2nc(-c3ccc(Cl)cc3)[nH]c2c1 | 46 | -1.7* | -31* | -35* | 2.5* | 7.3* | -75* | -100*
CCOC(=O)c1ccc2c(c1)nc(/C=C/c1ccc(Cl)cc1)n2-c1cc(C(C)(C)C)[nH]n1 | 67 | 51 | 56 | 61 | 80 | 57 | 19 | 40
Cc1cc(=O)c2c(C)cccc2[nH]1 | 98 | 121 | 98 | 90 | 107 | 96 | 88 | 104
COC(=O)CCCc1c[nH]c2ccccc12 | 103 | 97 | 78 | 101 | 85 | 84 | 101 | 100
Cc1ccc(-c2cc(-c3ccccc3)[nH]c(=O)c2C#N)s1 | 106 | 101 | 87 | 110 | 102 | 98 | 96 | 97
Cc1nc(N)[nH]c(=O)c1NC(=O)CBr | 95 | 94 | 95 | 94 | 107 | . | 97 | 92
COc1ccc(-c2nc3cc(Cl)c(Cl)cc3n2CC(=O)N=Nc2c(O)[nH]c3ccc(OC)cc23)cc1 | 88 | 48 | 37 | 41 | . | -7.0* | 53 | 7.1*
Cc1cc(C(=O)Nc2cc(Nc3ncccc3-c3ncnc4nc[nH]c34)ccc2F)cc(C(F)(F)F)c1 | 11 | 38 | 65 | 108 | 6.7* | 91 | -2.4* | 1.2*
Cc1cccc2[nH]c(=O)cc(NNC(=S)Nc3ccccc3)c12 | 103 | 95 | 84 | 97 | 104 | 95 | 91 | 93
Cc1noc(C)c1CSc1nc2cc(Cl)c(Cl)cc2[nH]1 | 103 | 102 | 102 | 101 | 103 | . | 84 | 94
Nc1nnc(-c2c[nH]c3ccc(F)cc23)c(-c2c[nH]c3ncccc23)n1 | 105 | 29 | 32 | 72 | 94 | 47 | 52 | .
